AI-2 QS mod = modulators of Vibrio harveyi AI-2 quorum sensing system. Vibrio harveyi JMH597 AI-2 luminescence/OD600 ratio, 9 h; active compounds read low; strain lacks LuxN and CqsS sensors; 0 = neutral-control median. activity change, % at 7.5 µM. 300,000 tested, 0.4% active. AID 2094; in the data active = activity change below about -75%, passing the limit was not always enough;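 note: luminescence divided by OD600 gain over 9 h not by final OD600 alone; inactives centre near 13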
MrgX1 antag = human MrgX1 receptor antagonism, primary screen; Q96LB2; 310,000 tested, 1.3% active; MRGX1-HEK293 calcium flux, Fluo-4, BAM8-22 antagonism; active compounds read low; AID 588676; B-score at 10 µM;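 active = calcium-response B-score plate-corrected more than 3 library SD below zero, starting fluorescence within 5 deviations, no agonist response on first addition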;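 note: peak minus trough fluorescence over baseline after final BAM8-22 challenge near maximal dose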
PolyA inh = inhibitors of polyadenylation in S. cerevisiae | 300,000 tested, 0.02% active | calls only at 12 µM | S. cerevisiae SKY197-pL101 polyadenylation reporter, beta-gal luminescence; efflux-impaired pdr1/pdr3 knockout yeast; score 100 = 6 SD above DMSO | AID 1875;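 active = lowest replicate activity score at least 50, where 100 means six control SD above control mean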;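 note: yeast exposed to compound for 9 h at 30 °C; higher score means more reporter readthrough which indicates perturbed polyadenylation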
TRPC4 inh = blocks the mouse TRPC4 cation channel | Q9QUQ5 | HEK293 TRPC4beta/mu-opioid, DAMGO-evoked Fluo4 calcium flux; active compounds read low | B-score at 10 µM | 300,000 tested, 0.39% active | AID 2247;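 active = B-score over 3 SD under the library average, no early fluorescence shift, positive overall ratio signal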
Target sequence (Q9QUQ5 whole entry, looked up): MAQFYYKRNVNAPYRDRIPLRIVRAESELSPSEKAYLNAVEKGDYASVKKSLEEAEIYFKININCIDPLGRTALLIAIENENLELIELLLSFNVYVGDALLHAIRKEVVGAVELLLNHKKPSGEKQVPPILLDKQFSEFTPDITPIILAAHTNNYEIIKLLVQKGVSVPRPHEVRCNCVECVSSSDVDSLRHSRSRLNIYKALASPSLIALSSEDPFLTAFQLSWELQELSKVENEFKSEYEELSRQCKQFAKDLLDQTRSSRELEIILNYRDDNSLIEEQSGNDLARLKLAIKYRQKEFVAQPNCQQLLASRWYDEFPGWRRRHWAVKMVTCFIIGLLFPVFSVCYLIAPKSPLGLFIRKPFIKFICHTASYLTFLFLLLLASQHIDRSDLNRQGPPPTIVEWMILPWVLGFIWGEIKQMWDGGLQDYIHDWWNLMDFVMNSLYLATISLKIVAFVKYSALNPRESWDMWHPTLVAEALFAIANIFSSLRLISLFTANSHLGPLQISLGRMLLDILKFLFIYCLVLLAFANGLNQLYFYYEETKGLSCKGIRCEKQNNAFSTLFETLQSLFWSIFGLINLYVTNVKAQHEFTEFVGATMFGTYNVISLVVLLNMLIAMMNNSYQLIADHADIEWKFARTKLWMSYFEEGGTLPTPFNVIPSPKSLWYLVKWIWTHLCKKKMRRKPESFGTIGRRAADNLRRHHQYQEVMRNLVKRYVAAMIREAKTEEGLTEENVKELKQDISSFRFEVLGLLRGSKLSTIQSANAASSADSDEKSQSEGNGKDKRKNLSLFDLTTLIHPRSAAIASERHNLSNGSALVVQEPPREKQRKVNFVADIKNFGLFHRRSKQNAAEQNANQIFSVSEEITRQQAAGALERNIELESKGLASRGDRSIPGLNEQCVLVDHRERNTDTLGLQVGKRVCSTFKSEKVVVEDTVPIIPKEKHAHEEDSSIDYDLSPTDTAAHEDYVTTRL
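Assay system: HEK293 cells with stable TRPC4beta plus mu-opioid receptor expression. Dosing: single dose. Measured by: Fluo4 Ca2+ flux fluorescence. Also added: DAMGO in two steps, submaximal then maximal. Read-out: B score from integrated Fluo4 fluorescence ratio.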
MrgX1 agonist = activates human MrgX1 receptor signaling; Q96LB2; AID 588627; 310,000 tested, 0.44% active; MrgX1-HEK293 cells, Fluo-4 calcium fluorescence, agonist mode; active compounds read high; B-score at 10 µM;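 active = calcium response B-score plate-corrected fluorescence ratio at least 3 library SD, with starting fluorescence B-score inside 5 SD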
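times = overnight plating, then 30 min 37 °C plus 30 min room-temperature dye loading | assay system = stable human MrgX1 HEK293 cell line | input = fifteen thousand cells per well | signal = kinetic calcium dye fluorescence, Fluo-4 NW | dosing = compound delivered in addition one of three | read-out = B-scored fluorescence response ratio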
TRPC6 act = mouse TRPC6 channel activation | HEK293-TRPC6 membrane potential dye fluorescence; active compounds read high | B-score at 10 µM | 310,000 tested, 0.13% active | AID 2550;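 active = B-score of the integrated fluorescence ratio above library mean plus 3 SD, and starting fluorescence ratio within library mean plus 5 SD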;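 note: higher score means more depolarization so channel activation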
TRPC6 inh = inhibitors of mouse TRPC6 channel; AID 2553; B-score at 10 µM; 310,000 tested, 1.1% active; Q61143; HEK293-TRPC6, membrane potential dye, ACh-evoked depolarization; active compounds read low;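 active = B-score under library mean minus 3 SD, initial fluorescence not abnormally high, positive integrated signal ratio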;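 note: B-score derived from integrated fluorescence ratio over the kinetic read; more negative B-score means stronger inhibition of depolarization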
TRPC4 act = opens the mouse TRPC4 cation channel. Q9QUQ5. HEK293 TRPC4beta/mu-opioid, Fluo4 calcium fluorescence; active compounds read high. B-score at 10 µM. 310,000 tested, 0.49% active;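 active = B-score above 5 SD of library B-scores, and initial fluorescence ratio not above library mean plus 5 SD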;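 note: positive B-score marks a calcium rise read as TRPC4 activation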
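Incubation: 45 min room-temperature Fluo4 loading, 110 s read / System: HEK293 cells stably co-expressing mouse TRPC4beta and mu-opioid receptor / Signal: Fluo4 fluorescence, kinetic / Control set: buffer (low) and maximal DAMGO (high) / Measure: integrated baseline-normalised fluorescence ratio, converted to per-well B score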
TRPC4 potent = allosterically enhances the mouse TRPC4 cation channel; Q9QUQ5; AID 2227; B-score at 10 µM; 310,000 tested, 0.42% active; HEK293 TRPC4beta/mu-opioid, DAMGO EC20, Fluo-4 Ca2+ flux; active compounds read high;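 active = B-score of calcium response area above 5 SD of library B-scores, with initial fluorescence ratio within 5 SD of library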;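 note: B-score of integrated fluorescence ratio over time as area under calcium response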
MrgX1 PAM = allosterically activates human MrgX1 receptor signaling. 310,000 tested, 0.63% active. B-score at 10 µM. MrgX1-HEK293, Fluo-4 calcium flux, FDSS; active compounds read high. Q96LB2;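 active = plate-corrected calcium response at least 3 library SD above typical, normal starting fluorescence, not activating the receptor alone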;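 note: compound read alongside a low EC10 to EC30 dose of BAM8-22 agonist; peak minus trough fluorescence over baseline measured at the second addition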
HIF activator = HIF pathway transcriptional activation. U2OS HRE-luciferase reporter, luminescence; normalized: DMSO 0%, desferrioxamine 100%. activation, % at 7.5 µM (by protocol). 300,000 tested, 0.32% active. AID 1910;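 active = mean activation of at least 10% of the iron chelator positive control signal, with at least half of replicates also reaching 10%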
The depositor's hits bear a star; i = inactive; x = not tested or not shown. Some of the compounds tested (hit frequency here may not be typical).

Values run as follows: AI-2 QS mod	MrgX1 antag	PolyA inh	TRPC4 inh	MrgX1 agonist	TRPC6 act	TRPC6 inh	TRPC4 act	TRPC4 potent	MrgX1 PAM	HIF activator
- Cc1ccc(S(=O)(=O)c2c(N)n(CCCN(C)C)c3nc4ccccc4nc23)cc1
→ 14	i	i	i	i	i	i	i	i	i	0.4
- OC1(c2ccc(F)cc2)CSC(=Nc2cccnc2)N1Cc1ccco1 (stereo not drawn)
→ 11	i	i	i	i	i	i	i	i	i	0.2
- CC(C(=O)Nc1ccc2c(c1)OCCO2)N(c1ccccc1)S(C)(=O)=O (stereo not drawn)
→ 7	i	i	i	i	i	i	i	i	i	-0.3
- CN1CCN(CCCNC(=O)c2cc3c(-c4ccc(Cl)cc4)nn(C)c3s2)CC1
→ 5	i	i	i	i	i	i	i	11*	i	x
- COc1ccc(OCCCC(=O)NCC(C)C)cc1
→ 35	i	i	i	i	i	i	i	i	i	-6.4
- CC(C)(C)C1CCC2(CC1)C(Nc1cccc(C(F)(F)F)c1)=NC(=S)N2CC#N (stereo not drawn)
→ 3	i	i	i	i	i	i	i	i	i	-0.9
- O=C(CN1C(=O)NC2(CCCC2)C1=O)N1CCN(S(=O)(=O)c2cccc(F)c2)CC1
→ 7	i	i	i	i	i	i	i	i	i	0.6
- O=C(O)c1ccc(N=C2NC(=O)C(CO)(CO)S2)cc1
→ 13	i	i	i	i	i	i	i	i	i	0.5
- Cc1ccc(-c2nnn(CC(=O)Nc3nnc(C(C)C)s3)n2)cc1
→ 17	i	i	i	i	i	i	i	i	i	0.2
- O=C(CCS(=O)(=O)c1cccc2nonc12)NCCc1ccccc1
→ 14	i	i	i	i	i	i	i	i	i	0.1
- Cc1nc2cc(Cl)c([N+](=O)[O-])cc2s1
→ 15	i	i	i	i	i	i	i	i	i	-0.1
- CCc1cc(C(=O)N2CCCC(CNS(=O)(=O)c3cccs3)C2)n(C)n1 (stereo not drawn)
→ 11	i	i	i	i	i	i	i	i	i	0.3
- CCC(O)(c1ccc(OC)cc1)C(CN1CCOCC1)c1ccccc1 (stereo not drawn)
→ 19	i	x	-6*	i	i	i	i	i	i	-0.4
- COC(=O)Nc1nc2c(s1)CCCC2
→ 41	i	i	i	i	i	i	i	i	i	0.7
- O=C(Nc1ccccc1Cl)c1ccc2c(c1)N(Cc1ccc(F)cc1)C(=O)CS2=O (stereo not drawn)
→ 1	i	i	i	i	i	i	i	i	i	-0.3
- CSc1nc(Oc2ccc(=O)n(C)n2)nc(N(C)C)n1
→ 17	i	i	i	i	i	i	i	i	i	-0.9
- COc1cc(/C=N/NC(=O)c2ccccc2)ccc1O
→ 2	i	i	i	i	i	i	i	i	i	1.5
- COc1cccc(C(=O)C2CCCN(C(=O)CCC3=NNC(=O)CC3)C2)c1 (stereo not drawn)
→ 10	i	i	i	i	i	i	i	i	i	0.1
- Cc1ccc(-c2nc3ccsc3c(=O)o2)cc1
→ x	i	i	i	i	i	i	i	i	i	1.6
- CCC(C)C(NC(N)=O)C(=O)Nc1ccc(C(=O)OC)cc1 (stereo not drawn)
→ 26	i	i	i	i	i	i	i	i	i	-0.6
- Cc1c(CC(=O)O)c(=O)oc2cc(OCc3ccc(Br)cc3)ccc12
→ 24	i	i	i	i	i	i	i	i	i	0.7
- CO/N=C(\Cn1ncc(NC2CCCCC2)c(Br)c1=O)c1ccc(Cl)cc1
→ 3	i	i	i	i	i	i	i	i	i	-0.2
- Cc1noc(C)c1COc1ccc(C(=O)N2CCN(c3ccccc3F)CC2)cc1
→ 12	i	i	i	i	i	i	i	i	i	-0.4
- O=C(Nc1cccc(S(=O)(=O)N2CCCC2)c1)c1ccc2ccccc2n1
→ -7	i	i	i	i	i	i	i	i	i	-0.2
- COC(=O)C1C(O)=C(C(C)=Nc2cccc3ccccc23)C(=O)CC1(C)C (stereo not drawn)
→ -1	i	i	i	i	i	i	i	i	i	-0.5
- COc1ccc(C(C(=O)NCC2CCCO2)N(Cc2ccc(F)cc2)C(=O)CNC(=O)c2ccco2)cc1OC (stereo not drawn)
→ 6	i	i	i	i	i	i	i	i	i	-0.7
- O=S(=O)(c1ccc(F)cc1)n1ccc(-c2cccc(OCc3ccc(Cl)cc3Cl)c2)n1
→ 8	-8.1*	i	i	i	i	i	i	i	i	-0.3
- C/C=C/c1cc(CN2CCN(c3ccc(OC)cc3)CC2)c(O)c(OC)c1
→ 14	i	i	i	i	i	i	i	i	i	-0.2
- CCc1cc2c(=O)n(-c3ccccc3)c(SCC(N)=O)nc2s1
→ 1	i	i	i	i	i	i	i	i	i	-1.1
- O=C(/C=C/c1cccs1)NC1CCS(=O)(=O)C1 (stereo not drawn)
→ 0	i	i	i	i	i	i	i	i	i	-0.1
- C=CCN(CC=C)C(=S)NC(=O)c1ccc([N+](=O)[O-])cc1
→ 19	i	i	i	i	i	i	i	i	i	0.8
- CC1CN(S(=O)(=O)Cc2ccccc2)CC(C)O1 (stereo not drawn)
→ 29	i	i	i	i	i	i	i	i	i	-0.9
- O=C1CC(c2ccc(Cl)c(Cl)c2)CC(O)=C1C=NCCN1CCNCC1 (stereo not drawn)
→ 15	x	i	i	x	i	-5.9*	i	i	x	0.0
- COc1ccccc1CNC(=O)c1ccc(C)s1
→ 4	i	i	i	i	i	i	i	i	i	0.8
- CC(=O)Nc1ccc(Nc2cc(N3CCOCC3)c3nonc3c2[N+](=O)[O-])cc1
→ 21	i	i	i	i	i	i	i	i	i	-0.4
- O=C1Nc2ccccc2N(O)N1c1cc(-c2ccccc2)[nH]n1
→ 38	i	i	i	i	i	i	i	i	i	0.4
- Cc1cccc(NC(=S)NC(=O)c2ccc(-c3ccccc3)cc2)n1
→ 1	i	i	i	i	i	i	i	i	i	2.5
- CC1=C(C)CC(C(=O)NNC(=O)c2ccccc2O)C(C(=O)O)C1 (stereo not drawn)
→ -2	i	i	i	i	i	i	i	i	i	x
- NC(=O)c1ccccc1NC(=O)COc1ccc2c(c1)OCO2
→ 13	i	i	i	i	i	i	i	i	i	3.2
- CCCCN(CCCC)CC(O)CN(c1cc([N+](=O)[O-])ccc1OC)S(=O)(=O)c1ccccc1 (stereo not drawn)
→ 13	i	i	i	i	i	-10*	i	i	i	-0.5

MrgX1 antag, what is marked active above
Structure	AI-2 QS mod	MrgX1 antag	PolyA inh	TRPC4 inh	MrgX1 agonist	TRPC6 act	TRPC4 potent
O=S(=O)(c1ccc(F)cc1)n1ccc(-c2cccc(OCc3ccc(Cl)cc3Cl)c2)n1	8	-8.1*	i	i	i	i	i

Next structures
Values run as follows: AI-2 QS mod	MrgX1 antag	PolyA inh	TRPC4 inh	MrgX1 agonist	TRPC6 act	TRPC6 inh	TRPC4 act	TRPC4 potent	MrgX1 PAM	HIF activator
- Cc1ccc(NC(=O)CSc2nnc(-c3ccccn3)n2N)c(Br)c1
→ 42	i	i	i	i	i	i	i	i	i	0.1
- Cn1c(=O)[nH]c(=O)c2c1nc(N1CCOCC1)n2CCN1CCOCC1
→ 10	i	i	i	i	i	i	i	i	i	0.1
- c1ccc2c(c1)nc(NCCN1CCOCC1)c1nncn12
→ 18	i	i	i	i	i	i	i	i	i	0.1
- O=[N+]([O-])c1ccc(Cl)cc1N1CCOCC1
→ 20	i	i	i	i	i	i	i	i	i	0.2
- COc1cccc2cc(C(C)OC(=O)Nc3ccc(C)cc3)oc12 (stereo not drawn)
→ 27	i	i	i	i	i	i	i	i	i	0.1
- Cc1ccc(NC(=S)Nc2ccc(F)cc2)c(C)c1
→ -3	i	i	i	i	i	i	i	i	i	0.7
- Cc1ccc(-n2nc(C(=O)NCc3ccc(C)o3)c3c4ccccc4n(C)c3c2=O)cc1
→ 12	i	i	i	i	i	i	i	i	i	-0.6
- Cc1ccc(-n2nc(C)c(NC(=O)CCl)c2C)cc1C
→ 6	i	i	i	i	i	i	i	i	i	-0.1
- CC1(C)OC2C(CO)OC(n3cnc4c(=S)nc[nH]c43)C2O1 (stereo not drawn)
→ 22	i	i	i	i	i	i	i	i	i	-0.5
- O=C(CCCN1C(=O)c2ccccc2C1=O)Nc1ccc2c(c1)OCCO2
→ 9	i	i	i	i	i	i	i	i	i	0.3
- Cc1cc2c(cc1S(=O)(=O)Nc1cccc(C)c1C)n(C)c(=O)c(=O)n2C
→ 14	i	i	i	i	i	i	i	i	i	-0.7
- O=C(CCN1C(=O)c2ccccc2C1=O)CN1CCOCC1
→ 11	i	i	i	i	i	i	i	i	i	-0.2
- Cc1cc(C)cc(NC(=S)NCCCO)c1
→ 5	i	i	i	i	i	i	i	i	i	0.4
- COc1cc(C(=O)N2CCN(c3ncnc4sc(C)c(C)c34)CC2)cc(OC)c1OC
→ 19	i	i	i	i	i	i	i	i	i	-0.1
- Cc1nnsc1C(=O)NNC(=O)c1cccc2ccccc12
→ 15	i	i	i	i	i	i	i	i	i	-0.4
- CC(C)OC(=O)CC1C(=O)NCCN1C(=S)NC(=O)c1ccc(F)cc1 (stereo not drawn)
→ 5	i	i	i	i	i	i	i	i	i	-0.1
- Cn1c(=NC(=O)CSCC(=O)N2CCCCC2)sc2ccccc21
→ 10	i	i	i	i	i	i	i	i	i	0.2
- CC(=O)c1ccc(OCCNS(=O)(=O)c2ccc(-n3cnnn3)c(C)c2)cc1
→ 23	i	i	i	i	i	i	i	i	i	0.0
- CC1CCN(CC(=O)n2c3c(c4ccccc42)CCCC3)CC1
→ 1	i	i	i	i	i	i	i	i	i	-0.5
- CC1=NN(C(=O)c2ccccc2C)C(O)(c2ccc(Cl)cc2)C1 (stereo not drawn)
→ -26	i	i	i	i	i	i	i	i	i	-6.7
- O=C(NCCN1CCCCC1)Nc1ccc([N+](=O)[O-])cc1
→ 14	i	i	i	i	i	i	i	i	i	0.3
- CC(=O)Nc1ccc(S(=O)(=O)Nc2nccc(/C=C/c3ccccc3F)n2)cc1
→ 22	i	i	i	i	i	i	i	i	i	-0.2
- Oc1cccc(/C=C/c2ccc3cccc(O)c3n2)c1
→ 40	i	i	i	i	i	i	i	i	i	1.4
- COc1cccc(C(=O)CSc2nnc(CNS(=O)(=O)c3ccc(C)cc3)n2C)c1
→ 12	x	i	i	x	i	i	i	i	x	-0.1
